NOD2-RIPK2 inh = NOD2-RIPK2 binding disruptors in cells, primary screen, fluorescence, CHO cells, BLA complementation; Receptor-interacting serine/threonine-protein kinase 2 (Homo sapiens), O43353; CCF4 ratio; inhibition, % at 4.98 µM; 360,000 compounds, 0.38% hits; AID 624267, 2012; in the data active means inhibition above about 21%;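 further: 0% = vehicle only and 100% = reference blocker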
Target sequence (O43353 whole entry, looked up): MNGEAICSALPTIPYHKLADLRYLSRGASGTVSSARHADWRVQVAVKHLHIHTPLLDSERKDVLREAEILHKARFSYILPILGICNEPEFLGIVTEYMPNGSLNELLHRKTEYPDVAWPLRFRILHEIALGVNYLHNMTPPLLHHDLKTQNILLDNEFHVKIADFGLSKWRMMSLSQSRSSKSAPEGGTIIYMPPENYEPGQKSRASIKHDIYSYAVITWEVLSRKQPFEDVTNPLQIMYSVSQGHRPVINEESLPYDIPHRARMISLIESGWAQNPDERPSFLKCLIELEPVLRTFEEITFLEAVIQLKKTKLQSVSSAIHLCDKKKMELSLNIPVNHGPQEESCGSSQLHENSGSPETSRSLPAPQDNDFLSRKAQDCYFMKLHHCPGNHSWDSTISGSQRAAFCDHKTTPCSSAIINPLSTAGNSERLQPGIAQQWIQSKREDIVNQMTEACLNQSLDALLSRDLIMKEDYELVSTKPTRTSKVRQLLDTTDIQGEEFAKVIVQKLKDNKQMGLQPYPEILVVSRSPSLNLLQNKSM
ABHD5-PLIN5 inh = ABHD5-PLIN5 interaction inhibitors, primary screen, cell lysate, split luciferase complementation, luminescence | 360,000 compounds, 0.78% hits | Perilipin-5 (Homo sapiens) + 1-acylglycerol-3-phosphate O-acyltransferase ABHD5 (Homo … | inhibition, % at 4 µM | Split G. princeps luciferase complementation, 4 h | AID 602281, 2012;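 active means inhibition above the mean inhibition across every tested compound plus 3 SD, cut at about 22% in these data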;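 further: 0% = DMSO only wells and the 100% control is not disclosed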
TLR9-MyD88 block = inhibitors of TLR9-MyD88 association in cells, primary screen, cell-based, CHO, BLA complementation, fluorescence | CCF4 FRET ratio | inhibition, % at 4.98 µM | 340,000 compounds, 0.21% hits;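 active means inhibition above the mean over all tested compounds plus 3 SD, cut at about 21% in these data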;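 further: 0% = DMSO only wells and 100% = clavulanate BLA inhibitor control wells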
Vif inh = HIV Vif self-association inhibitors, primary screen, imaging, HEK293T, single point. 340,000 compounds, 0.35% hits. inhibition, % at 7.49 µM. HEK293T cells, Vif self-association by quenched fluorescence, 24 h; in the data active means inhibition above about 50%, passing the limit was not always enough; further: some results filed as inactive read as strong as hits
MC4R antag cAMP = MC4R antagonists of cAMP signaling, primary screen, cell-based, TR-FRET, antagonist arm of biased-ligand search | 360,000 compounds, 0.48% hits | Melanocortin receptor 4 (Homo sapiens), P32245 | inhibition, % at 6.5 µM | MC4R-expressing cells, MTII-stimulated cAMP, LANCE TR-FRET;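 active means inhibition above its plate's cutoff, the mean of tested wells on that plate plus 3 SD, cut at about 29% in these data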;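 further: 0% = Melanotan II alone and 100% = Melanotan II plus saturating MCL0020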
Target sequence (P32245 whole entry, looked up): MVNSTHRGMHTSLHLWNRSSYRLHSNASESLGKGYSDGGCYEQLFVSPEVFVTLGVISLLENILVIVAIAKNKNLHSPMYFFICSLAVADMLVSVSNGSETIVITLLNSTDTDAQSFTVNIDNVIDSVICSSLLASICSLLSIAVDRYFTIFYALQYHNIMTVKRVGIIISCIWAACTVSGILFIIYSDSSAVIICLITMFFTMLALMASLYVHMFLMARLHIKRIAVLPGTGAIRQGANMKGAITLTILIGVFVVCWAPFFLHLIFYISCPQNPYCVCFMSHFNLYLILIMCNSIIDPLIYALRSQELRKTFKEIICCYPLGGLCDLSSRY
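material = U2OS cells stably expressing human melanocortin 4 receptor (MC4R) | also added = Melanotan II challenge | dosing = single nominal compound dose of 6.5 µM | detection = TR-FRET with Eu-cAMP and labeled anti-cAMP, 671 nm | replication = singlicate | timing = compound 30 min, challenge 1 h, detection 1 h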
Exocytosis inh = LAMP-1 surface exposure blockers, TALL-104 cells – cell-based, flow cytometry, MLPCN library, primary screen; 360,000 compounds, 0.66% hits; TALL-104 LAMP-1 surface exposure; cells stimulated with thapsigargin and PMA; inhibition, % at 10 µM; AID 651702, 2012;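 active means inhibition above about 55%, limit read from the data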
aDG glyco act = activators of alpha-DG glycosylation, primary screen, uHTS, Pro5-aDG cells, AlphaScreen | alpha-DG glycosylation AlphaScreen (IIH6); 0% Pro5, 100% B10-LARGE cell signal | activation, % at 10 µM | 360,000 compounds, 0.22% hits | AID 624168, 2012;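 active means activation of at least 8% versus controls, or a plate z-score of at least 8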;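 further: Pro5 are CHO cells carrying HIG-tagged alpha-DG that lacks glycosylation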
Glyco luc inh = increase of ERlucT glycosylation luciferase signal, primary screen, N-linked glycosylation inhibitor project, D54 ERlucT cells, luminescence, set 2 | 360,000 compounds, 0.23% hits | D54 ERlucT glycosylation luciferase reporter, 24 h; percent of 100 nM tunicamycin response | reporter increase, % at 12.5 µM;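 active means mean luciferase reporter signal, scaled so untreated is 0 and the glycosylation-blocking control 100, at or above a set limit in every replicate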;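 further: luciferase carries N-glycosylation sites so blocking glycosylation raises the light; 0% = median of neutral control wells and 100% = median of 100 nM tunicamycin wells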
ABCB6 inh 2 = ABCB6 transporter inhibitors, primary screen, K562-ABCB6 cells, flow cytometry, MLPCN library | K562-ABCB6 porphyrin accumulation, 1 h; active compounds read low | fluorescence ratio to DMSO, % at 10 µM | AID 602162, 2011 | 360,000 compounds, 0.19% hits | ATP-binding cassette sub-family B member 6 (Homo sapiens), Q9NP58;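 active means fluorescence ratio to DMSO below 75%, the collection mean minus 3 SD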;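 further: signal is porphyrin accumulated inside mitochondria; 100% equals median channel fluorescence of DMSO control wells; lower ratio means ABCB6 inhibition with less porphyrin fluorescence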
MC4R ag barr = MC4R agonists recruiting beta-arrestin, primary screen, cell-based, luminescence, agonist arm of biased-ligand search; 360,000 compounds, 0.98% hits; U2OS MC4R beta-arrestin complementation; percent of melanotan II response, DMSO zero; activation, % at 8.9 µM; Melanocortin receptor 4 (Homo sapiens), P32245;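 active means activation above a per-plate cutoff, the mean activation of sample wells on that plate plus 3 SD, cut at about 8% in these data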
* = called active by the depositor; nt = not tested or not shown.

SMILES	NOD2-RIPK2 inh	ABHD5-PLIN5 inh	TLR9-MyD88 block	Vif inh	MC4R antag cAMP	Exocytosis inh	aDG glyco act	Glyco luc inh	ABCB6 inh 2	MC4R ag barr
Cc1ccc(-n2nnnc2SCC(=O)c2c(N)n(C3CC3)c(=O)[nH]c2=O)cc1	1	1	-2	16	7	-2	0.0	3	133	-0.8
O=C(Cn1[nH]c(=O)c2ccccc2c1=O)NC1CCCCCC1	-11	5	-1	11	11	-1	-0.3	-2	98	-0.5
Cc1ccccc1-c1nc(P(=O)(c2ccccc2)c2ccccc2)c(N2CCOCC2)o1	-6	5	-4	-12	11	2	0.1	-2	99	1.7
CCOC(=O)C(C)(C)N(Cc1ccc(C)cc1)S(=O)(=O)c1ccc(Cl)c([N+](=O)[O-])c1	11	1	1	3	31*	46	0.9	-1	92	2.4
Cc1ccc(OCC(=O)Nc2ccc(O)c(C(=O)O)c2)cc1C	-21	11	4	-2	0	-3	-0.1	1	89	-1.1
CC1CCc2nn(CC(=O)NCCCN3CCOCC3)cc2C1 (stereo unspecified)	-6	10	-2	-3	-4	-1	-0.1	0	100	-0.9
COc1ccc(OCC(=O)NC2CCCc3ccccc32)cc1 (stereo unspecified)	5	3	-9	4	18	8	0.0	-3	100	2.9
CCCc1cc(C(=O)N2CCN(c3ccc(C(F)(F)F)cn3)CC2)sc1C	-9	-9	-2	-10	9	17	0.1	1	100	2.1
COc1cc(C(=O)Nc2ccc(-c3nc4cc(C)ccc4o3)c(O)c2)cc(OC)c1OC	9	-3	2	5	18	6	0.4	2	84	0.7
O=C(CCC(=O)Nc1ccccc1Cl)NNC(=S)Nc1ccccc1C(F)(F)F	-8	-1	-1	nt	11	0	-0.3	0	99	-2.6
COc1ccc(-c2ccc(SCC(=O)N3CCCC3)nn2)cc1OC	-2	-1	1	4	4	-1	-0.1	-1	99	-2.0
CC(C)(NC(=O)N1CCOCC1)c1cccc(C(C)(C)NC(=O)N2CCOCC2)c1	0	-4	-6	4	11	-2	-0.2	0	92	-0.1
COc1ccc(NS(=O)(=O)c2cccc3nsnc23)cc1Cl	-5	0	8	-8	13	0	0.0	-1	96	-1.0
COc1ccc(C)cc1NC(=O)CC(O)(C(F)(F)F)C(F)(F)F	-3	0	4	0	-1	0	-0.3	4	93	1.5
Cc1cccc(-c2oc3ccc(-c4ccc5c(c4)OCO5)cc3c2C#Cc2cncn2C)c1	-10	-8	-4	14	3	22	3.3	2	86	-0.6
COc1ccc(N2CCN(C(=O)c3ccc(OCC4CCCO4)cc3)CC2)cc1 (stereo unspecified)	4	-3	5	-12	10	3	0.2	0	102	-0.3
c1cncc(Cc2cc3ccccc3[nH]2)c1	-9	-1	-13	3	6	-3	-0.2	0	101	-3.1
Cc1ccc(OCCn2cccn2)c(C)c1	4	-1	-9	1	5	-2	0.1	-1	105	-0.6
Nc1ccccc1-c1nc2ccccc2s1	-18	0	-8	3	-7	-7	0.3	-4	101	-2.6
COc1cccc(CNC(=O)C(=O)NCCC2CCCCN2S(=O)(=O)c2ccccc2)c1 (stereo unspecified)	4	-7	0	nt	-1	0	0.4	-2	95	-2.8
O=[N+]([O-])c1cc(-n2cnnn2)ccc1N1CCC(Cc2ccccc2)CC1	-5	5	3	78*	7	3	1.4	-5	101	0.3
CC(C)(C)NC(=O)CCc1ncc(C(F)(F)F)cc1Cl	5	9	6	-1	-2	0	-0.7	0	102	2.1
CCN(CC)CCCNc1ncnc2ccccc12	-5	3	9	3	9	-3	-0.3	1	92	-1.7
COC(=O)c1ccc(N2CCN(C(C)=O)CC2)c(NC(=O)c2cccnc2)c1	-5	-7	6	-1	8	-2	-0.2	1	101	-0.9
Cc1cc(NC(=O)CSc2nc3c(c(=O)n(C)c(=O)n3C)n2C(C)C)no1	-8	-1	-9	-2	-26	5	0.0	1	101	16*
O=C(N/N=C/c1cn(-c2ccccc2)nc1-c1cccnc1)c1ccccc1	3	-2	2	-3	6	1	-0.3	-1	96	-2.6
CCc1ccc(OCC2c3cc(OC)c(OC)cc3CCN2C(=S)NC)cc1 (stereo unspecified)	5	-3	3	4	7	2	0.3	4	95	-0.3
CCOC(=O)c1c(Cc2ccccc2)c[nH]c1C	-2	-2	1	2	-6	0	-0.3	-1	104	-3.3
N#Cc1cccnc1Oc1ccccc1	0	3	-5	9	-3	0	-0.1	2	93	0.5
CC(C)=C(NC(=O)c1ccccc1)C(=O)NC(Cc1ccccc1)C(=O)O (stereo unspecified)	-12	1	-1	0	-1	-15	0.1	0	97	0.6
CC1CCN(C(c2ccc(N(C)C)cc2)c2nnnn2C(C)(C)C)CC1 (stereo unspecified)	1	3	-17	-14	14	-1	-0.1	0	95	-0.4
CC(=O)Nc1ccc(S(=O)(=O)NC2CC(=O)N(c3ccc(C)c(C)c3)C2)cc1 (stereo unspecified)	-6	8	1	6	-6	-3	0.2	2	99	-1.8
Cc1ccc(Oc2ccc(OCC(=O)NC(C)C(=O)O)cc2)cc1 (stereo unspecified)	10	7	-1	1	11	1	-0.4	1	96	0.3
Cc1ccc(/C=C2\SC(=S)N(CCC(=O)N3CCOCC3)C2=O)cc1	6	2	-2	20	2	-2	1.1	2	99	0.4
O=C(CSc1nnc(SCc2ccccc2Cl)s1)N/N=C/c1ccc(C(=O)O)cc1	-10	5	-1	7	13	3	-0.2	1	103	2.0
CCOC(=O)C1=C(N)n2c(s/c(=C\c3cccnc3)c2=O)=C(C#N)C1c1cccnc1 (stereo unspecified)	-5	-1	2	2	17	-1	0.2	-1	102	-0.5
COC(=O)c1ccc(NC(=S)NCCc2ccccc2C)cc1	5	-7	11	-3	14	4	0.3	-1	98	2.5
CN(C)S(=O)(=O)c1ccc(C(=O)Nc2cccc(C(=O)O)c2)cc1	-8	5	1	4	12	2	0.1	3	87	0.5
COC(=O)C1=C(CS(=O)(=O)c2ccc(OC)c(OC)c2)NC(=O)NC1c1ccc(O)c(OC)c1 (stereo unspecified)	-8	-3	0	-3	2	-4	-0.1	1	97	-2.5
CC(=O)Oc1ccccc1N(C(C)=O)S(=O)(=O)c1ccc(C)cc1	-11	-3	-2	-2	-1	0	-0.3	1	111	-2.4
CC(C)(C)c1ccc(COn2c(=O)c(-c3ccco3)[n+]([O-])c3ccccc32)cc1	-4	1	5	-5	10	2	-0.2	-1	100	2.8
Cc1ccc(C)c(S(=O)(=O)N2CCN(C(=O)Cc3ccc(S(=O)(=O)N4CCOCC4)s3)CC2)c1	3	-16	1	-10	-3	2	0.0	0	97	-1.9
CS(=O)(=O)N(CC(=O)NCc1ccc2c(c1)OCO2)Cc1ccc(Cl)cc1	-8	-1	-6	nt	-3	-5	0.4	1	201	-0.1
CCOc1cc(/C=C\[N+](=O)[O-])ccc1OCC(=O)Nc1ccccc1C	89*	55*	20	nt	-15	52	-0.2	0	91	0.7
Cc1cc(C)c2sc(N)nc2c1	-15	0	-2	4	0	2	0.1	0	98	0.5

Compound profiles (already shown). Values in the order: NOD2-RIPK2 inh	ABHD5-PLIN5 inh	TLR9-MyD88 block	Vif inh	MC4R antag cAMP	Exocytosis inh	aDG glyco act	Glyco luc inh	ABCB6 inh 2	MC4R ag barr
Profile of `CC(=O)Nc1ccc(S(=O)(=O)NC2CC(=O)N(c3ccc(C)c(C)c3)C2)cc1` (stereo unspecified) : -6	8	1	6	-6	-3	0.2	2	99	-1.8
Profile of `COc1ccc(OCC(=O)NC2CCCc3ccccc32)cc1` (stereo unspecified) : 5	3	-9	4	18	8	0.0	-3	100	2.9
Profile of `N#Cc1cccnc1Oc1ccccc1` : 0	3	-5	9	-3	0	-0.1	2	93	0.5

The listing continues.
SMILES	NOD2-RIPK2 inh	ABHD5-PLIN5 inh	TLR9-MyD88 block	Vif inh	MC4R antag cAMP	Exocytosis inh	aDG glyco act	Glyco luc inh	ABCB6 inh 2	MC4R ag barr
O=C(Nc1ccccc1Cl)N1CCN(c2ccc3nncn3n2)CC1	6	13	-3	nt	8	10	-0.2	1	101	0.4
O=c1[nH]c(=O)n(C2CC(O)C(CO)O2)cc1I (stereo unspecified)	-1	-6	-13	16	10	16	-0.3	81*	102	-1.6
COc1ccc(CN2CCNC(=O)C2CC(=O)NCCCn2cccn2)c(OC)c1 (stereo unspecified)	1	4	-8	-7	-10	-9	-0.1	-2	98	2.5
O=C(c1noc2c1CCCC2)N1CCCC(N2CCN(c3ccccc3F)CC2)C1 (stereo unspecified)	-2	-9	-23	13	3	-2	-0.2	-2	101	-2.8
COc1ccc(C2=Nn3c(nnc3-c3ccccc3OC)SC2)cc1OC1CCCC1	12	-7	5	nt	-52	0	0.2	34*	101	3.8
O=C(C1CCCN(C2CC(=O)N(c3ccc(F)cc3)C2=O)C1)N1CCCC1 (stereo unspecified)	3	5	4	8	1	-3	0.0	2	104	0.2
C=CC[C@H](CC(=O)NCCO)C(=O)N[C@@H](COC(=O)[C@@H](CC=C)Cc1ccc(F)cc1)Cc1c[nH]c2ccccc12	2	-5	-8	-1	11	-5	-0.3	2	97	-0.5
CSc1ccc(C2C(C(=O)c3ccco3)=C(O)C(=O)N2c2nnc(SC)s2)cc1 (stereo unspecified)	6	-12	8	-20	33*	2	-0.2	3	102	-2.3
CCc1ccc2[nH]c3nc(SCC(=O)NCC4CCCO4)nnc3c2c1 (stereo unspecified)	-1	-2	1	1	4	-8	-0.1	1	89	0.4
C=C(C)C1CC=C(C)/C(=N/NC(=O)CCC(=O)Nc2ccccc2Cl)C1 (stereo unspecified)	-4	-5	2	8	-1	1	-0.1	1	102	1.1
O=C(C1CCCCC1)N1C[C@@H](O)[C@H](n2cc(-c3ccc(F)cc3)nn2)C[C@@H]1c1ccc(Cl)cc1	-2	-20	-3	1	7	5	0.1	-1	98	0.8
COc1cccc(C(=O)Nc2cccc(OC(C)=O)c2)c1	-4	4	3	6	0	1	-0.2	-2	90	-0.1
CCN(CC)S(=O)(=O)c1ccc(N2CCOCC2)c(NC(=O)c2nn(C(C)C)c(=O)c3ccccc23)c1	-11	-4	-5	nt	-48	2	-0.6	-7	96	-2.6
Cc1cc(C)c(S(=O)(=O)Nc2cccc(S(=O)(=O)N3CCOCC3)c2)c(C)c1	-3	2	-4	-2	8	-8	-0.3	-2	94	-2.3
CCOc1ccc(NC(=O)CSc2nnc(Cc3cccn3C)n2-c2ccc(OC)cc2)cc1	5	6	-5	-6	13	-1	-0.2	3	111	-0.9
COc1ccccc1/C=C/C(=O)OCC(=O)c1c(N)n(C)c(=O)n(C)c1=O	1	7	0	3	11	-1	0.0	1	98	-0.3

Source: PubChem

A portion of the library, so the mix of outcomes need not match the whole.
